NPYLR7 agonist: mosquito NPYLR7 agonism; HEK293T NPYLR7/Galpha15, GCaMP6s calcium fluorescence; activation, % at 10 µM; hit rate 0.15% among 270,000; in the data active means activation above about 40%;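 further: 0% = vehicle and 100% = reference agonist at the receptor; some compounds past the cut are filed as inactive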
hcGAS inh: human cGAS inhibition | hit rate 0.081% among 290,000 | Q8N884 | inhibition, % at 12.5 µM | AID 1259398 | recombinant h-cGAS, ATP depletion, Kinase-Glo luminescence;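 further: 0% = vehicle reaction and 100% = reaction without DNA for no activity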
Target sequence (Q8N884 whole entry, looked up): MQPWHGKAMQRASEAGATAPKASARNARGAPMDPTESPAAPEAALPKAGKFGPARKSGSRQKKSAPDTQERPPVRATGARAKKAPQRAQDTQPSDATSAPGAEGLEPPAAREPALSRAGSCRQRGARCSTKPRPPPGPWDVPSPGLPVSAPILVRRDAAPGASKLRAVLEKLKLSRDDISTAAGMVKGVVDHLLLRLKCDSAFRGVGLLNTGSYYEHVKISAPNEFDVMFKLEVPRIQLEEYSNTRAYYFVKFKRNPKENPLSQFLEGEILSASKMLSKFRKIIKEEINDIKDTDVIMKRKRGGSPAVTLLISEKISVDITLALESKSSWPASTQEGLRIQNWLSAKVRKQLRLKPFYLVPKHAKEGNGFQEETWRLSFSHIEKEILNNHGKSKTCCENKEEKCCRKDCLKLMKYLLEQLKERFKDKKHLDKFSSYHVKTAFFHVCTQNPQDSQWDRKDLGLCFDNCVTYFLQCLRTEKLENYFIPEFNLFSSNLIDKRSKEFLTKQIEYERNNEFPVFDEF
mcGAS lum: mouse cGAS inhibition by luminescence. Q8C6L5. recombinant cGAS, Kinase-Glo ATP depletion luminescence. inhibition, % at 12.5 µM. hit rate 0.15% among 160,000;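 further: 0% = negative control wells and 100% = reference inhibitor with no enzyme activity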
Active calls of the source: *; . = no result given; & = joins results of further samples. Unless noted, no stated cut-off is given here; in the data, active means inhibition above about 40%; inactive means the rest.

SMILES	NPYLR7 agonist	hcGAS inh	mcGAS lum
O=C(Nc1ccccc1C(=O)NC1CC1)c1cnc(-c2ccccc2)s1	22.8	-1.1	.
CN(CCc1ccccn1)C(=O)CCc1nnc(CCCc2ccccc2)o1	3.2	-6.3	-2.9
Cc1ccnc(NCCNC2CCN(C(=O)C3CCCO3)CC2)c1 (stereo not drawn)	2.4	-5.9	.
O=C(c1cc2n(n1)CCN(Cc1c(F)cccc1Cl)C2=O)N1CCc2ccccc2C1	5.3	4.5	-1.0
C[N+]1(c2cccc(C(F)(F)F)c2)CCC(N)=N1 (stereo not drawn)	8.3	-2.7	.
COc1ccc(-c2csc(=Nc3ccccc3OC)n2CCc2cccc(C(F)(F)F)c2)cc1	-5.1	-7.6	-4.9
CCN(CC(=O)N1CCc2sccc2C1c1ccc(Cl)cc1Cl)S(=O)(=O)c1cccc(C(F)(F)F)c1 (stereo not drawn)	7.3	1.1	-5.9
CCC1CN(C(=O)CCc2ccccc2OC)Cc2ccc(Cl)cc2O1 (stereo not drawn)	22.6	-7.7	-13.1
Cc1c(C(=O)N2CCN(c3ncccn3)CC2)oc2c(Cl)cccc12	1.6	-3.5	-15.5
Cc1oc(-c2cccs2)nc1C(=O)NC1CCN(Cc2ccccc2)C1=O (stereo not drawn)	9.3	-5.0	.
C#CCOCC(O)CN(Cc1ccccc1F)Cc1c(-c2ccccc2)noc1N(CC)CC (stereo not drawn)	7.8	-3.0	-6.3
Cc1ccc(S(=O)(=O)c2nc(-c3ccccc3C)oc2N2CCC(C(N)=O)CC2)cc1	-6.3	0.4	0.6
C=CCSc1nnc(NC(=O)Cc2cccs2)s1	30.0	-5.0	-4.6
COc1cc2ccccc2cc1C(=O)N(CCN(C)C)c1nc2ccc(C)cc2s1	-4.9	-7.1	-9.1
CCn1ncc(NC(=O)c2cccc(CN3CCCCC3CCO)c2)n1 (stereo not drawn)	-3.5	-4.4	-6.6
O=C(O)CONS(=O)(=O)c1ccc(F)cc1	4.8	0.8	.
O=C(Nc1nnc(-c2ccccc2)s1)c1cccc(C(F)(F)F)c1	-2.1	-3.6	.
CCn1cc(C(CC(=O)N2CCN(c3cccc(Cl)c3)CC2)c2ccc3c(c2)OCO3)c2ccccc21 (stereo not drawn)	10.1	-5.3	-4.3
Cc1ccn2c(=O)c(NC(=O)C(F)(F)F)c(C)nc2c1	3.8	-4.8	.
Nc1ncnc2c1ncn2[C@@H]1O[C@H](COP(=O)(O)CP(=O)(O)OP(=O)(O)O)[C@H](O)C1O (stereo partly drawn)	3.3	-4.3	-3.8
CCOC(=O)Cn1c(=O)c2c(nc3n(-c4ccc(OCC)cc4)c(C)cn23)n(C)c1=O	1.5	-4.6	.
CC(=O)N1CCc2ccc(OCc3ccc(C(=O)NCC4CCCO4)o3)cc2C1c1ccccc1 (stereo not drawn)	.	-7.3	-6.5
CC1(C(=O)NS(=O)(=O)c2cccc(F)c2)CCN1C(=O)C1CCCCC1 (stereo not drawn)	15.9	-4.7	.
CC(C)(C)OC(=O)NC1CCCC1C(=O)NCc1cccs1 (stereo not drawn)	4.4	-5.0	.
CC(=O)N1CCCCC1C1=CCCN(CCCc2ccccc2)C1 (stereo not drawn)	6.3	-5.5	-16.7
CCOC(=O)c1cnc2ccc(C(=O)OC)cc2c1Nc1cccc(C(F)(F)F)c1	-0.4	-2.8	-6.4
CC(C)(O)c1cn(C2CCN(C(=O)c3ccc(N4CCCCC4)cc3)CC2)nn1	9.5	-8.6	-17.6
COc1ccc(NC(=O)CN2C(=O)c3ccc([N+](=O)[O-])cc3C2=O)cc1Cl	-4.9	-6.7	-6.6
Nc1c(C(=O)Nc2ccccc2)c2ccccn2c1C(=O)c1ccc2c(c1)CCCC2	-4.2	-8.1	-7.9
CC(NC(=O)Cn1cnc(C#N)n1)c1ccc2c(c1)CCCC2 (stereo not drawn)	7.0	-2.7	-6.2
Oc1cccc(CN2CCN(c3nccc(C(F)(F)F)n3)CC2)c1	2.3	-7.8	.
Cc1oc(-c2cccc(F)c2)nc1CN(C)C(C)c1cccs1 (stereo not drawn)	20.8	-6.9	.
COc1ccc(C(=O)Nc2c3c(nn2-c2cccc(C)c2C)CS(=O)C3)c(OC)c1 (stereo not drawn)	-2.5	-4.5	.
Cc1nn(-c2ccc(F)cc2)c2nc(CCC(C)C)nc(N3CCN(C(=O)c4ccc5c(c4)OCO5)CC3)c12	5.9	-4.1	-5.5
Cc1ccc(-c2nc3ccccn3c2NC(=O)C2CCC2)cc1	-5.3	-2.6	-1.2
O=[N+]([O-])c1ccccc1C1c2cccn2CCCN1Cc1cccc(C(F)(F)F)c1 (stereo not drawn)	4.2	1.7	-3.2
CC(C)(C)n1ncc2c(=O)n(NC(=O)CCc3ccccc3)cnc21	1.6	-6.0	.
Cc1ccccc1Oc1cc(N2CCN(C(=O)COCc3ccccc3)C(C)C2)ncn1 (stereo not drawn)	-8.3	1.0	-0.3
CCCCc1ccc(-c2ccc(-n3cncc3C(=O)NCC(C)(c3ccccc3)c3ccccc3)cc2)cc1	-11.3	-1.2	0.8
O=C(NCC1CC1)c1cc(-c2ccc(Br)cc2)n[nH]1	1.4	-15.3	-8.8

An excerpt from above in order of molecular weight, high to low.
SMILES	NPYLR7 agonist	hcGAS inh	mcGAS lum
Cc1ccccc1Oc1cc(N2CCN(C(=O)COCc3ccccc3)C(C)C2)ncn1 (stereo not drawn)	-8.3	1.0	-0.3
Nc1c(C(=O)Nc2ccccc2)c2ccccn2c1C(=O)c1ccc2c(c1)CCCC2	-4.2	-8.1	-7.9
COc1ccc(NC(=O)CN2C(=O)c3ccc([N+](=O)[O-])cc3C2=O)cc1Cl	-4.9	-6.7	-6.6
CC(C)(C)n1ncc2c(=O)n(NC(=O)CCc3ccccc3)cnc21	1.6	-6.0	.
CC(NC(=O)Cn1cnc(C#N)n1)c1ccc2c(c1)CCCC2 (stereo not drawn)	7.0	-2.7	-6.2

The list goes on.
SMILES	NPYLR7 agonist	hcGAS inh	mcGAS lum
Cc1cccc(C(=O)N(Cc2cc(NC(=O)C(C)C)ccc2N(C)C)C(C)c2ccccc2)c1 (stereo not drawn)	7.3&-3.8	-7.8&1.5	-6.5&0.3
Cc1cccnc1CCNC(=O)c1ccc2oc(Cc3ccc(Cl)cc3)nc2c1	-5.2	3.5	-4.2
Cc1c(C(=O)N2CCC3(CC2)C(=O)NCN3c2ccccc2)cnn1-c1ccccc1	-10.7	-8.7	.
CCOC(=O)c1sc(-n2c(N)c(C(=O)OCC)c3nc4ccccc4nc32)cc1C	-4.5	-3.5	-4.7
Cc1ccc(C)c(-n2nc(-c3ccc([N+](=O)[O-])cc3)cc2C(=O)N2CCN(C(c3ccccc3)c3ccccc3)CC2)c1	-11.2	0.9	2.7
O=C(Nc1ccccc1C(=O)Nc1nccs1)c1cccs1	-1.2	-4.0	-4.2
COc1ccccc1CN1CCC(CN(CC(C)C)C(=O)C2=NN(C)C(=O)CC2)CC1	.	-7.5	-11.7
CC(=O)Nc1ccc(CC2CCN(S(=O)(=O)c3ccc(C#N)cc3)CC2)cc1	2.3	-5.2	-5.4
O=S(=O)(Nc1ncnc2ccccc12)c1ccc2c(c1)OCCO2	-1.2	-4.9	-5.6
Cc1ccc(Cc2nsc(N3CCN(C(=O)Nc4ccc(F)c(Cl)c4)CC3)n2)cc1	14.5	-7.1	-6.2
C=CCN(Cc1cccnc1)C(=O)C1CCCN1C(=O)C1CCCCC1 (stereo not drawn)	-1.5	-9.7	-14.1
CN1CCN(c2ncccc2CNC(=O)CCCc2cn[nH]c2)CC1	-1.1	0.0	.
O=C(NCc1ccco1)C1COC2(CCN(C(=O)C3CC3)CC2)N1C(=O)c1ccco1 (stereo not drawn)	4.0	-2.8	-3.0
Cc1cc(COc2ccccc2)oc1C(=O)N1CCc2c(nc[nH]c2=O)C1	7.3	-3.8	.
Cc1cccc2[nH]c(CCNC(=O)c3cc(C(C)C)on3)nc12	3.5	72.6*	-9.1
Nc1nc(SCC(=O)Nc2ccc(Cl)c(Cl)c2)[nH]c(=O)c1NC(=O)c1ccccc1	-3.0	-7.7	-9.0
CCn1nnc2c(NCCCOC(C)C)ncnc21	12.8	-5.8	.
Cc1noc(C)c1CCC(=O)NCc1cc(-c2cccs2)on1	-2.8	-1.7	.
O=S(=O)(c1ccc(Br)cc1Cl)N1CCc2sccc2C1	-5.3	-2.4	-5.5
CCN(CC)S(=O)(=O)c1cccc(C(=O)Nc2nc(-c3ccccc3)c(C)s2)c1	-0.6	-5.0	-7.2

Copied from the list:
Cc1c(C(=O)N2CCC3(CC2)C(=O)NCN3c2ccccc2)cnn1-c1ccccc1 in hcGAS inh: -8.7
C=CCN(Cc1cccnc1)C(=O)C1CCCN1C(=O)C1CCCCC1 (stereo not drawn) in mcGAS lum: -14.1
COc1ccccc1CN1CCC(CN(CC(C)C)C(=O)C2=NN(C)C(=O)CC2)CC1 in hcGAS inh: -7.5
O=S(=O)(Nc1ncnc2ccccc12)c1ccc2c(c1)OCCO2 in NPYLR7 agonist: -1.2
CC(=O)Nc1ccc(CC2CCN(S(=O)(=O)c3ccc(C#N)cc3)CC2)cc1 in mcGAS lum: -5.4
O=S(=O)(c1ccc(Br)cc1Cl)N1CCc2sccc2C1 in NPYLR7 agonist: -5.3

Other compounds
SMILES	NPYLR7 agonist	hcGAS inh	mcGAS lum
CC(=O)Nc1ccc(NC(=O)C(C)N(C)Cc2ccc(C)o2)cc1 (stereo not drawn)	1.6	-5.3	-16.3
CC(C)(C)NC(=O)N(Cc1cccc(F)c1)CC1CC(c2ccc(F)cc2)=NO1 (stereo not drawn)	15.2	-3.0	-4.0
CC(C)(O)C#Cc1ccc(C(=O)N2CCCC(C(=O)c3ccc4ccccc4c3)C2)o1 (stereo not drawn)	-1.2	5.2	-3.2
O=C(NCCn1nc(-c2ccc(F)cc2)ccc1=O)c1ccc(F)cc1	-5.7	0.7	-1.3
c1cc2cc(CN3CCC4(CCOCC4)CC3)ccc2[nH]1	8.2	-3.8	.
O=C(c1ccc(F)c(F)c1)N(Cc1nc2cc(Cl)ccc2o1)C1CC1	2.2	0.2	0.3
Cc1ccc(S(=O)(=O)N2CCC(CCc3ccc4c(c3)OCO4)CC2)cc1	5.1	-8.8	-8.9
Cc1cccc(N(CC(=O)NCCCc2cccnc2)S(C)(=O)=O)c1	2.8	0.7	.
COc1ccc(-c2nc(SCc3nc(C)c(C)o3)n[nH]2)cc1	5.5	-6.2	.
COCCN(CC(=O)N1CCc2sccc2C1c1ccccc1)C(=O)c1cccc([N+](=O)[O-])c1 (stereo not drawn)	8.2	-2.2	-3.2
CCOc1ccc2[nH]c(=O)c(CN3CCNC(CC)C3)cc2c1 (stereo not drawn)	0.7	-4.0	.
Cc1ccc(Cc2nsc(N3CCCNCC3)n2)cc1	11.5	-5.5	.
CCN1C(=O)c2cc(NS(=O)(=O)C3CCCCC3)ccc2Oc2ccccc21	5.3	-0.4	.
CC(=O)N1CCN(C(N)=O)CC1	1.0	-1.6	-3.5
O=P(O)(O)C(Nc1ccc2c(c1)OCCO2)c1ccc(Cl)cc1 (stereo not drawn)	20.2	5.6	.
CC(C)(C)C(=O)CNCC(=O)C(C)(C)C	-0.6	-4.1	.
Cc1cc(C(=O)NCCN2CCOCC2)nc2cc(-c3ccccc3)nn12	.	0.0	-0.1
COc1nc(-c2ccc3c(c2)OCO3)n(-c2ccc(NC(=O)c3ccc([N+](=O)[O-])cc3)cc2)n1	2.5	-6.5	-7.5
COCCCN(Cc1csc(COc2ccccc2C)n1)C(=O)c1cccc(OC)c1	3.7	-1.6	-8.5
Nc1ncc(C(=O)N2CCOC(c3ccc(F)cc3)C2)c(-c2ccccc2)n1 (stereo not drawn)	12.9	3.8	.
COc1cccc(C(CN2CCN(S(=O)(=O)c3ccc(C)c(F)c3)CC2)OCc2ccc(C#N)cc2)c1 (stereo not drawn)	-7.6	-1.6	0.6
CCCOc1ccccc1[C@H]1N[C@](CO)(c2ccccc2)[C@H]2CN(C)C[C@@H]12	4.7	-1.3	-6.1
NS(=O)(=O)c1cccc(S(=O)(=O)N2CCOC(c3ccc(F)cc3)C2)c1 (stereo not drawn)	0.4	-10.8	-19.5
CC(=O)N1N=C(CC#N)OC1(C)CC(=O)Nc1ccccc1 (stereo not drawn)	2.9	0.7	.
Cc1ccc(C=C2N=C(c3ccc4c(c3)OCO4)OC2=O)o1	-4.1	-8.5	.
Cc1ccc(-n2c(CNC(=O)c3ccc([N+](=O)[O-])cc3)nnc2SCc2ccc(F)cc2)cc1	-9.8	-10.3	-5.0
CN(Cc1nc(-c2ccc3c(c2)OCO3)no1)CC1COCCO1 (stereo not drawn)	8.4	-6.7	-15.6
COc1ccc(C(=O)Nc2ccc(-c3nc4ccccc4o3)c(O)c2)cc1[N+](=O)[O-]	-12.1	-3.4	-5.5
CSc1ccc(CN(C)C(=O)CCn2c(-c3ccc(C)cc3)n[nH]c2=S)cc1	0.0	-4.1	.
CCOCCn1c(=O)c2c(nc3n2CCCN3c2ccc(Oc3ccccc3)cc2)n(C)c1=O	9.8	-2.6	-6.6
Cc1ccc(C(=O)NCc2ccc(S(=O)(=O)N(C)C)s2)cn1	0.8	-1.7	.
COc1ccccc1C(C)Nc1ccc(S(=O)(=O)N2CCCCC2)cn1 (stereo not drawn)	7.6	-11.1	.
CCn1c(C2CCN(C(=O)c3scc4c3OCCO4)CC2)n[nH]c1=O	0.7	-8.4	-12.1
COCc1nc(C)cc(Sc2n[nH]c(-c3cccs3)n2)n1	0.1	8.3	.
O=C1c2ccc(-c3nc4ccccc4c(=O)o3)cc2C(=O)N1c1ccc(Br)cc1	4.4	-2.6	-2.1
COC[C@H]1C[C@H]2C[C@@H](OC)[C@H](N(C)Cc3ccccc3)[C@]2(O)CO1	3.0	3.5	-7.7
